# Compound activity as filed in PubChem BioAssay.
# bub3: NCI yeast anticancer drug screen, S. cerevisiae bub3 mutant strain; % growth inhibition at 50 µM; AID 167; actives 9.9% (n = 78,000);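 further: 0% = growth of vehicle-only cultures of the same strain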
#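 Screening used yeast with an engineered genetic alteration affecting cell cycle control. Compound-exposed cultures were compared with vehicle cultures, and reduced growth was taken as inhibition.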
# mec2-1: NCI yeast anticancer drug screen, S. cerevisiae mec2-1 strain | actives 9% (n = 79,000) | % growth inhibition at 50 µM;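 further: 0% = growth of vehicle-only cultures of the same strain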
#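 Readout is yeast growth inhibition, normalised to vehicle-treated controls, in the mec2-1 strain exposed to compound.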
# sgs1 mgt1: NCI yeast anticancer drug screen, S. cerevisiae sgs1 mgt1 strain | actives 10% (n = 78,000) | growth inhibition, % at 50 µM;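 further: 0% = growth of vehicle-only cultures of the same strain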
#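 Read-out: growth inhibition vs vehicle controls. Cells: mutant yeast strain deficient in DNA damage repair.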
# yeast rad50: NCI yeast anticancer drug screen, S. cerevisiae rad50 strain; growth inhibition, % at 50 µM; actives 10% (n = 79,000); AID 155;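 further: 0% = growth of vehicle-only cultures of the same strain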
#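 Vehicle-treated cultures provide the reference for the growth inhibition reported for compound-exposed, repair-deficient yeast.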
# yeast cln2 rad14: NCI yeast anticancer drug screen, S. cerevisiae cln2 rad14 strain | growth inhibition, % at 50 µM | actives 8.3% (n = 78,000);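 further: 0% = growth of vehicle-only cultures of the same strain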
#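 Growth of compound-exposed yeast (cln2 rad14 genotype) measured and expressed as inhibition relative to vehicle.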
# mlh1 rad18: NCI yeast anticancer drug screen, S. cerevisiae mlh1 rad18 strain; growth inhibition, % at 50 µM; actives 11% (n = 79,000); AID 175;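 further: 0% = growth of vehicle-only cultures of the same strain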
#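 Genetically defined yeast (DNA repair-deficient) exposed to compounds; growth inhibition determined relative to vehicle.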
# The depositor's hits bear a star; / = no result given; & = joins results of further samples. No stated cut-off is given here; in the data, active means growth inhibition above about 70%; inactive means the rest.
SMILES,bub3,mec2-1,sgs1 mgt1,yeast rad50,yeast cln2 rad14,mlh1 rad18
Nc1nnc2nc(CC(=O)c3ccc(F)cc3)c(CC(=O)c3ccc(F)cc3)nn12,1,30,7,-4,-3,7
O=C(O)COc1c(F)cc([N+](=O)[O-])cc1[N+](=O)[O-],11,-5,5,-12,-31,2
COc1ccccc1NC(=O)C1=C(C)NC(C)=C(C(=O)Nc2ccccc2OC)C1c1cccc([N+](=O)[O-])c1,20,23,-8,-3,-4,11
CC(/C=N\Nc1ccc([N+](=O)[O-])cc1)=N/N=C(N)N,3,-3,10,8,-11,19
CSc1cc(=O)n(C2OC(CO)C(O)C2O)c(=O)[nH]1 (centres undefined),10,-5,18,9,-15,26
CCCCCCCCCCCCNCc1ccc(O)c(OC)c1,98*,97*,44,97*,96*,98*
CCOC(=O)C(CCCCC(CN(CC)CC)(C(=O)OCC)c1ccccc1)(CN(CC)CC)c1ccccc1 (centres undefined),2,-10,12,29,1,12
COc1nnc(-c2ccccc2)c(-c2ccccc2)n1,26,20,-2,13,-10,6
COC(=O)C12CC=CCC1(C(=O)OC)CC=CC2 (centres undefined),2,-17,-3,8,-22,4
CNc1ccn(C2OC(CO)C(O)C2O)c(=O)n1 (centres undefined),10,-8,-2,-10,12,8
CC(C)(C(=Nc1ccc([N+](=O)[O-])cc1)N1CCOCC1)c1ccccc1,32,7,5,9,35,23
COc1cc([C@H]2c3c(cc(OC)c(OC)c3OC)CC3COC(=O)[C@@H]32)cc(Br)c1O (some centres undefined),10,16,19,5,13,12
Cc1cc(NS(=O)(=O)c2ccc(NC(=O)c3ccc(Cl)c4c(Nc5ccc(S(=O)(=O)N=C(N)N)cc5)c5ccccc5nc34)cc2)no1,26,42,32,30,34,53
O=[N+]([O-])c1ccc(CSCc2ccc(Cl)cc2)cc1,-57,-28,-7,-16,-25,17
CC1(C)CCC23CCC4(C)C(CCC5C6(C)CCC(=O)C(C)(C)C6CCC54C)C2C1OC3 (centres undefined),-1,-4,-4,-27,21,-5
O=[N+]([O-])c1cc2c(cc1I)C1C(C3C2C2(Cl)C(Cl)=C(Cl)C3(Cl)C2(Cl)Cl)C2(Cl)C(Cl)=C(Cl)C1(Cl)C2(Cl)Cl (centres undefined),21,24,18,25,26,14
CCOC(=O)C(CCCCNC(=O)CC)NC(=O)CC (centres undefined),11,1,3,4,4,3
CCCCCC(C)(C)N=C=S,8,-2,-2,7,10,-6
N#CC1CC2([N+](=O)[O-])c3ccccc3C1c1ccccc12 (centres undefined),-14,27,7,20,51,55
COc1cc(/C=C/c2cc(OC)c(OC)c(OC)c2)oc(=O)c1,19,5,1,17,-3,-6

# Shown with values under each structure: entries from further up
# Fields: bub3 | mec2-1 | sgs1 mgt1 | yeast rad50 | yeast cln2 rad14 | mlh1 rad18
N#CC1CC2([N+](=O)[O-])c3ccccc3C1c1ccccc12 (centres undefined)
→ -14 | 27 | 7 | 20 | 51 | 55
CSc1cc(=O)n(C2OC(CO)C(O)C2O)c(=O)[nH]1 (centres undefined)
→ 10 | -5 | 18 | 9 | -15 | 26
CCCCCCCCCCCCNCc1ccc(O)c(OC)c1
→ 98* | 97* | 44 | 97* | 96* | 98*

# (next part)
SMILES,bub3,mec2-1,sgs1 mgt1,yeast rad50,yeast cln2 rad14,mlh1 rad18
Brc1ccc2ncccc2c1,0,-1,9,14,-14,18
Nc1ccccc1CN1C(=O)CCC1=O,-10,-7,-12,0,-15,-14
CCCCCCSC#N,15,14,-9,35,18,7
CCON=C(c1ccc(Cl)cc1)c1ccc(Cl)cc1,26,-22,13,2,17,1
COCCNC(=O)C1C(=O)N(CCOC)C(=O)/C1=N/N (centres undefined),0,1,14,-33,35,6
COc1ccc(CSC(=S)Nc2ccc(Cl)c(C(F)(F)F)c2)cc1,88*,90*,89*,90*,89*,87*
CCCCNCC(=O)O[C@]1(CC)C(=O)OCc2c1cc1n(c2=O)Cc2cc3ccccc3nc2-1,40,67,49,78*,29,62
C=CCN1/C(=C2\SC(=S)N(c3ccc(C)cc3)C2=O)Sc2c1ncn(C)c2=O,68,36,29,48,-1,53
COc1ccccc1C=Nc1ccc(O)cc1,4,12,4,8,-27,37
CCCC/C(Br)=C(/Br)CCOC(=O)c1cc([N+](=O)[O-])cc([N+](=O)[O-])c1,-4,-2,-10,-1,-9,19
C[N+](C)(C)CC(=O)N/N=C(\C(=O)Nc1ccc(Cl)cc1)C1C(=O)N(c2ccccc2)N=C1N (centres undefined),-7,1,-15,-15,-14,18
CC(C)(CC(=O)O)c1ccccc1,18&-13,10&-3,24&-8,16&-18,-64&-19,-1&-10
CCC1CCC(C)NC1 (centres undefined),-7,3,17,26,24,22
CCCSC(=S)Nc1nc2ccc(C)cc2s1,21,2,6,-22,-16,-2
CCC(=O)Nc1ccc(Br)cc1,-18,-1,-4,27,4,-1
CCOC(=O)/C(C#N)=C\C=C1/C=CNC2=NCCN21,-15,-22,-23,-15,-2,-22
Cc1cccc2ccccc12,-4,-16,10,-10,24,14
CC(C)=CC1C(COC(=O)CCl)C1(C)C (centres undefined),36,45,-12,2,-29,-24
C=C(C)C(CC(C)C)(C(=O)OCC)C(=O)OCC,-3,-1,3,0,10,-5
Clc1cccc(Cl)c1C1SCc2nc3ncccc3n21 (centres undefined),11,17,34,14,17,0
Cc1nc(-n2nc(-c3ccccc3)cc2-c2ccccc2)sc1C(/C=C/c1ccc([N+](=O)[O-])cc1)=N/NC(=O)c1ccncc1,46,37,18,47,-25,58
CN(C)CC(CN(C)C)C(=O)c1ccc(Oc2ccc(Cl)c(Cl)c2)cc1,95*,97*,97*,94*,93*,96*
CC1CCN(c2ccc([N+](=O)[O-])cc2[N+](=O)[O-])CC1,/,4,/,42,/,26
OC1COCOC1C(O)C1OCOCC1O (centres undefined),-6,10,8,3,4,2
O=C(O)/C=C\C(=O)Nc1ccccc1Cl,13,-10,11,-13,7,-11
CCN1CCNc2c3cc(OC)ccc3nc3c([N+](=O)[O-])ccc1c23,-4,15,40,42,8,72*
O=c1oc2ccc([N+](=O)[O-])cc2cc1-c1csc(-c2ccccc2)n1,-26,-9,-7,3,7,-49
CC(C)=NNC(N)=O,-1,-28,8,-14,-20,10
CC(=O)NC(=O)CSc1ccccc1N(C)C(C)=O,-18,-16,-2,5,-1,6
CC(=O)N(C)CC(O)C(O)C(O)C(O)CO (centres undefined),-21,-17,-5,-12,-62,-17
O=[N+]([O-])/C(C(Cl)=C(Cl)Cl)=C(\SCc1ccccc1)N1CCCCC1,32,-8,7,-26,19,15
Cc1ccc(C2CC3(c4ccccc4)ON=C(c4ccccc4)N3c3ccccc3S2)cc1 (centres undefined),10,13,18,-1,3,13
CCOC(OCC)C1CC=CCC1 (centres undefined),-6,-2,-7,0,-13,-1
COc1cc(/C=N/n2c(C)cc(C)c(C#N)c2=O)cc(OC)c1OC,-1,13,-3,-12,9,-25
COC1=NCc2ccccc2-c2ccccc21,28,-21,-18,-16,9,-29
COc1ccc(NC(=O)COc2cc(Cl)c(Cl)cc2Cl)cc1,4,7,2,-4,12,-18
CCN(CC)C(=S)N=N/C(C)=C1/C=CC=CN1O,16,0,15,1,14,74*
Cc1ccc(S(=O)(=O)NC(CCC(=O)NNc2ccccc2)C(=O)NNc2ccccc2)cc1 (centres undefined),6,27,5,30,15,59
CCCCC(N)C(=O)O (centres undefined),-45&7&-18,-26&8&-34,-18&-6&-32,-17&-6&-28,-44&23&-2,-12&20&-17
C[C@@H](CCO)OC1OC(COC(=O)C(C)(C)C)C(OC(=O)C(C)(C)C)C(OC(=O)C(C)(C)C)C1OC(=O)C(C)(C)C (some centres undefined),-5,11,4,21,-4,-76

# Record cards, as listed above. Screens in order: bub3	mec2-1	sgs1 mgt1	yeast rad50	yeast cln2 rad14	mlh1 rad18
# Cc1nc(-n2nc(-c3ccccc3)cc2-c2ccccc2)sc1C(/C=C/c1ccc([N+](=O)[O-])cc1)=N/NC(=O)c1ccncc1 is listed with 46	37	18	47	-25	58
# OC1COCOC1C(O)C1OCOCC1O (centres undefined) is listed with -6	10	8	3	4	2

# (further entries)
SMILES,bub3,mec2-1,sgs1 mgt1,yeast rad50,yeast cln2 rad14,mlh1 rad18
CC(OC(=O)Nc1ccccc1)c1ccccc1 (centres undefined),9,8,12,37,10,17
Oc1ccc2ccccc2c1I,92*,93*,93*,91*,93*,91*
CCN(CC)CC1CO1 (centres undefined),-12,-12,3,-8,-4,9
OCCNCN(CNCCO)c1nc(N(CNCCO)CNCCO)nc(N(CNCCO)CNCCO)n1,3,20,33,56,-50,12
CN1c2ccccc2N(C(=O)c2ccc(Cl)cc2)C(CC(=O)O)c2cccn21 (centres undefined),38,31,23,43,45,29
NC(=S)N/N=C1\CCc2ccccc2C1,2,-51,-4,-28,19,-19
CC1CC[N-]CC1.CC1CC[N-]CC1.[Cl][Pt+2][Cl],-2,-7,-18,-20,-34,6
CCC(=O)C(C)C1(C(=O)OC)NC(=S)NC(=O)C1C#N (centres undefined),-22,-5,-16,5,-6,-6
CSc1nc(=S)c2[nH]c(=S)[nH]c2[nH]1,22,11,-6,-1,-36,4
COc1ccc(CSC(=S)Nc2ccc(C)c(Cl)c2)cc1,-3,18,19,26,10,17
COC(=O)C(=O)c1c(C(=O)OC)nc2nnc(N)n2c1-c1cccc([N+](=O)[O-])c1,12,-4,3,24,17,18
CC1=C(O)C(=O)C2C(=O)C1C1Cc3ccccc3C21 (centres undefined),-2,-2,-25,-21,-3,-18
Cc1cc(C(=O)O)c([N+](=O)[O-])cc1C(=O)O,-13,5,-1,0,-9,-12
CC(=O)OCC1(C)C(O)CCC2(C)C1CCC1CC3CC12CCC3(O)CO (centres undefined),-23,-26,14,12,3,8
Cc1ccc(OCC2OC(n3cnc4c(Cl)nc(Cl)nc43)CC2Oc2ccc(C)cc2)cc1 (centres undefined),27,-22,23,-20,7,-34
Cc1c[nH]c(C(=O)O)c1-c1cccn1-c1ccc(Cl)cc1[N+](=O)[O-],-1,-6,-4,-33,-9,-23
O=C(CSc1nnc(-c2ccccc2NC(=O)C(F)(F)F)c(=O)[nH]1)NC(=O)Nc1ccccc1,-8,-29,12,32,16,24
O=C1c2ccccc2C(=O)c2c1cccc2N1C(=O)C=CC1=O,/,38,/,51,/,64
C/C(N)=N/OCc1ccccc1,10,7,11,9,5,8
O=C(NO)/C(CC(=O)c1ccc(O)cc1)=N\O,-4,-10,-7,-9,-11,5

# Four records picked at random from the list so far:
SMILES,bub3,mec2-1,sgs1 mgt1,yeast rad50,yeast cln2 rad14,mlh1 rad18
COc1ccc(CSC(=S)Nc2ccc(C)c(Cl)c2)cc1,-3,18,19,26,10,17
Cc1cc(C(=O)O)c([N+](=O)[O-])cc1C(=O)O,-13,5,-1,0,-9,-12
CC1=C(O)C(=O)C2C(=O)C1C1Cc3ccccc3C21 (centres undefined),-2,-2,-25,-21,-3,-18
CSc1nc(=S)c2[nH]c(=S)[nH]c2[nH]1,22,11,-6,-1,-36,4

# (continued)
SMILES,bub3,mec2-1,sgs1 mgt1,yeast rad50,yeast cln2 rad14,mlh1 rad18
C=C1OC(=O)C(=O)N1CC(=O)O,-6,5,-6,-1,45,4
CCCC1(C)C=CC(=O)CC1 (centres undefined),-2,-10,-6,-2,-10,7
CCCCNC(=S)N/N=C/c1cccc(C)n1,42,32,59,1,17,-11
Nc1ccc(-c2ccc(Cl)cc2)cc1,97*,79*,95*,97*,92*,93*
O=S(=O)(O)C(O)c1ccncc1 (centres undefined),-4,-41,-6,-38,-2,-23
C=CCSc1nc2ccc(N=Cc3ccccc3O)cc2s1,16,-9,-5,-3,-17,-11
Cc1cc(C)n2nc3c4ccsc4ncc3c2n1,0,-5,-16,-5,2,-7
CCCCCCN(CCCCCC)CC(O)c1cc(-c2ccc(Cl)cc2)nc2c(Cl)cccc12 (centres undefined),-10,-8,18,-21,0,20
CCO/C=C1/N=C(c2cc(Cl)cc([N+](=O)[O-])c2)OC1=O,-9,1,14,12,-60,9
S=C(NNC(=S)Nc1ccccc1)NNC(=S)Nc1ccccc1,45,31,40,30,-4,33
OCC1OC(O)C(O)C(O)C1O (centres undefined),2&-4,15&2,-6&-1,9&5,17&-19,14&3
CC(=O)C(C(C)=O)C(c1ccccn1)C(C(C)=O)C(C)=O,7,-1,-4,-7,-1,-6
COC(=O)CCc1cc(=O)oc2c3c(cc(OC)c12)OC1OC(=O)CC31 (centres undefined),-20,-22,-19,-24,6,-7
Cc1cccc2c3c(ccc12)C(=O)OC3=O,-6,-3,4,0,-22,4
CN(C)NC1=C([N+](=O)[O-])C=NN(c2ccccc2)C1,22,-1,13,15,19,52
CC1=CC(=O)C(=CN2C(=O)/C(=C\c3cccnc3)NC2=S)C(=O)O1,-4,-12,-19,-21,-20,-22
COc1ccc(-c2c3c(nc4nc(SC)nc(SC)c24)CCCC3)cc1OC,-3,-10,1,1,1,7
O=C(NC1CCCCC1)Sc1ccc(Cl)cc1,0,-17,38,7,-1,26
